NRP1-CendR mod = modulators of CendR peptide binding to human neuropilin-1 | FAM-RPARPAR peptide binding to NRP-1, fluorescence polarization | inhibition, % at 25 µM | hit rate 0.85% among 360,000 | O14786;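 active means inhibition or corrected inhibition above about 18%, plus a signal ratio from 0.5 to 1.5, limit read from the data, passing the limit was not always enough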; further: strong numbers were not always called active
SKN-1 inh = blocks SKN-1 activity in C. elegans. AID 624304. hit rate 0.49% among 360,000. C. elegans VP596 Pgst-4::GFP/RFP ratio, acrylamide-induced, 24 h. inhibition, % at 21.8 µM;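 active means interference check ratio from 0.5 to 1.5 plus GFP to RFP signal ratio inhibition reaching or exceeding a fixed threshold, cut at about 30% in these data, passing the limit was not always enough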; further: some compounds called inactive have numbers as strong as hits
FAS TE block = blocks the thioesterase domain of human fatty acid synthase | inhibition, % at 15 µM | hit rate 0.67% among 360,000 | recombinant FAS-TE, OMFH fluorogenic substrate, fluorescence endpoint | P49327;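 active means compounds whose normalised, plate-corrected inhibition of enzyme fluorescence in the single-dose primary screen is 50% or more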;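 further: 0% = DMSO with enzyme and 100% = substrate without enzyme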
Neddylation inh = inhibitors of human cullin neddylation; TR-FRET cullin neddylation, biochemical; calls only at 25 µM; hit rate 0.58% among 360,000; AID 651699; in the data active means inhibition above about 36%
PABP1 MLLE inh = inhibitors of microRNA-mediated deadenylation, human PABP1 MLLE binding; hit rate 0.36% among 360,000; GST-MLLE / FITC-PAM2 fluorescence polarization; P11940; inhibition, % at 20 µM; in the data active means inhibition above about 35%, passing the limit was not always enough;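 further: plate controls were DMSO wells with GST-MLLE for no effect and wells lacking GST-MLLE protein for full effect; some results filed as inactive read as strong as hits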
MsrA act = activators of bovine methionine sulfoxide reductase A. purified bovine MsrA, absorbance read-out. hit rate 0.3% among 360,000. activation, % at 10.6 µM; in the data active means activation above about 7.5%;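 further: 0% = vehicle and 100% = reference activator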
MT1-MMP act inh = blocks activation of human MT1-MMP; HT1080 RFP-PRO-GFP cells, GFP/RFP ratio fluorescence, overnight; percent of plate control window, DMSO zero; GFP/RFP ratio change, % at 20 µM; hit rate 0.061% among 360,000; AID 651647;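 active means GFP/RFP ratio change of at least 30% with cell ATP level not reduced by more than half and red fluorescence within 50% of control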; further: strong numbers were not always called active
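system = RFP-PRO-GFP reporter HT1080 cells | dosing = 20 µM single dose, 1% DMSO | timing = overnight cell settling, then overnight compound exposure, 37 °C, 5% CO2 | read-out basis = GFP/RFP fluorescence ratio | controls = DMSO and RFP-L50D-GFP cell wells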
E coli Lon inh = inhibitors of E. coli Lon protease | P0A9M0 | purified E. coli Lon protease, fluorescence polarization | inhibition, % at 7.94 µM | hit rate 0.42% among 360,000 | AID 602123; in the data active means inhibition above about 13%, passing the limit was not always enough;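 further: 0% = enzyme with probe and DMSO and 100% = no enzyme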
Target sequence (P0A9M0 whole entry, looked up): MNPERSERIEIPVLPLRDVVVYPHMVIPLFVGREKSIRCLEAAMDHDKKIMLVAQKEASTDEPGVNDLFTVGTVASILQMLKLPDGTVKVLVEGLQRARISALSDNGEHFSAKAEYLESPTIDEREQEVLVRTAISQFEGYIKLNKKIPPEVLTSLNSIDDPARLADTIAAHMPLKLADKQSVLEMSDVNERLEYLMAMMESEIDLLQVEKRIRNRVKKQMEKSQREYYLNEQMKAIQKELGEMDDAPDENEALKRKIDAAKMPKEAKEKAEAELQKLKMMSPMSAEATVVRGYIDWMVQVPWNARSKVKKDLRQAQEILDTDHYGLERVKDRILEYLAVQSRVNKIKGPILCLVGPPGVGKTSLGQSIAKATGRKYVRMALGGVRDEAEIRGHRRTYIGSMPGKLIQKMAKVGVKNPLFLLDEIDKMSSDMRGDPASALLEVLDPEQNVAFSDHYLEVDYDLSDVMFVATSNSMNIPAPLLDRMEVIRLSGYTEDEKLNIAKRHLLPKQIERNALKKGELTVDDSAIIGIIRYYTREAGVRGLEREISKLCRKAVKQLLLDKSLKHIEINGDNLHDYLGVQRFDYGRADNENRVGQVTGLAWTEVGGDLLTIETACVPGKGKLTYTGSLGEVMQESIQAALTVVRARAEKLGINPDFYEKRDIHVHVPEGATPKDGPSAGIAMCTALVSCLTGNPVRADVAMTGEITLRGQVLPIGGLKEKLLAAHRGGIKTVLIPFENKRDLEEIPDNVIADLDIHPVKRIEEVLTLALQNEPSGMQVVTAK
Rin1 Abl inh = inhibitors of human Rin1-Abl protein interaction; hit rate 0.4% among 360,000; P00519+Q13671; TR-FRET Rin1/Abl binding, biochemical; inhibition, % at 7.35 µM; in the data active means inhibition above about 5%, passing the limit was not always enough
Numbers without * were called inactive; i = inactive; / = no result given.

The line under a structure holds: NRP1-CendR mod, SKN-1 inh, FAS TE block, Neddylation inh, PABP1 MLLE inh, MsrA act, MT1-MMP act inh, E coli Lon inh, Rin1 Abl inh
- O=C1OCCC1Sc1nnc(-c2ccccc2Br)n1Cc1ccccc1 (stereo not drawn)
    10, 1, -8, i, -98, -4, -4, -3, 0
- Cc1csc(NC(=O)COc2ccc3c(C)cc(=O)oc3c2)n1
    -25, 8, 4, i, -20, -2, 0, -15, 0
- Cc1cc(NC(=O)CCCN2C(=O)/C(=C/c3cccs3)SC2=S)no1
    -5, 27, -5, i, 2, 1, -3, 4, -4
- Cc1cccc(NC(=O)NNC(=O)c2cc(-c3ccccc3Cl)nc3ccccc23)c1
    -12, 9, 7, i, -10, -6, 9, 6, -3
- CC(O)(c1cccnc1)c1nc(-c2ccc3c(c2)OCO3)cs1 (stereo not drawn)
    1, 21, -4, i, 7, -4, -4, -1, -3
- COc1ccc(NC(=O)CN2C(=O)N(C)Cc3ccccc32)c(C)c1
    -4, 4, -6, i, -1, -8, 0, -7, 0
- O=C(NC1CCCCC1)N1CCN(S(=O)(=O)c2ccc(F)cc2)CC1
    7, 1, -5, i, 2, -9, 5, -8, 3
- CCOc1ccc(CNC(=O)Nc2ccccc2)cc1
    4, 20, -3, i, 8, 2, -4, 6, 0
- COc1c2ccccc2nn1C(C)C
    -5, 5, -9, i, /, -3, 2, -3, /
- CN1CCN(C(=S)c2cn(CCOc3ccccc3F)c3ccccc23)CC1
    7, -5, 16, i, 14, -4, 5, 1, -5
- Clc1ccc(SCCCN2CCCCC2)cc1
    8, 13, -5, i, -2, 0, 1, 4, 0
- COc1cc2c(cc1OC)C(c1cc3cc4c(cc3[nH]c1=O)OCO4)N(C(=O)C(C)C)CC2 (stereo not drawn)
    -1, -3, 0, i, 4, -3, 3, -11, 5
- CC(C)[C@H](NC(=O)c1ccco1)C(=O)Nc1ccc(OC(F)F)cc1
    -1, 2, -4, i, -1, -3, -4, 13, 0
- CC1CCN(C(=O)c2ccc(NC(=O)c3cccs3)cc2)CC1
    2, 8, 3, i, -2, 0, 3, 6, 0
- Cc1cc(NC(=O)CSc2nnc(CNC(=O)c3ccc(C(C)(C)C)cc3)o2)no1
    8, -15, 7, i, -5, -4, -1, -6, -3

Arranged by heavy-atom count (low to high): some entries from above.
The line under a structure holds: NRP1-CendR mod, SKN-1 inh, FAS TE block, Neddylation inh, PABP1 MLLE inh, MsrA act, MT1-MMP act inh, E coli Lon inh, Rin1 Abl inh
- COc1c2ccccc2nn1C(C)C
    -5, 5, -9, i, /, -3, 2, -3, /
- Clc1ccc(SCCCN2CCCCC2)cc1
    8, 13, -5, i, -2, 0, 1, 4, 0
- CCOc1ccc(CNC(=O)Nc2ccccc2)cc1
    4, 20, -3, i, 8, 2, -4, 6, 0
- Cc1csc(NC(=O)COc2ccc3c(C)cc(=O)oc3c2)n1
    -25, 8, 4, i, -20, -2, 0, -15, 0
- COc1ccc(NC(=O)CN2C(=O)N(C)Cc3ccccc32)c(C)c1
    -4, 4, -6, i, -1, -8, 0, -7, 0
- O=C1OCCC1Sc1nnc(-c2ccccc2Br)n1Cc1ccccc1 (stereo not drawn)
    10, 1, -8, i, -98, -4, -4, -3, 0
- CN1CCN(C(=S)c2cn(CCOc3ccccc3F)c3ccccc23)CC1
    7, -5, 16, i, 14, -4, 5, 1, -5
- Cc1cc(NC(=O)CSc2nnc(CNC(=O)c3ccc(C(C)(C)C)cc3)o2)no1
    8, -15, 7, i, -5, -4, -1, -6, -3
- Cc1cccc(NC(=O)NNC(=O)c2cc(-c3ccccc3Cl)nc3ccccc23)c1
    -12, 9, 7, i, -10, -6, 9, 6, -3
- COc1cc2c(cc1OC)C(c1cc3cc4c(cc3[nH]c1=O)OCO4)N(C(=O)C(C)C)CC2 (stereo not drawn)
    -1, -3, 0, i, 4, -3, 3, -11, 5

Other compounds follow:
Keys: A = NRP1-CendR mod; B = SKN-1 inh; C = FAS TE block; D = Neddylation inh; E = PABP1 MLLE inh; F = MsrA act; G = MT1-MMP act inh; H = E coli Lon inh; I = Rin1 Abl inh
> CCC[C@H]1CN(c2ccccc2)C(=O)[C@@H]1CC(=O)Nc1ccccc1
  A: 5; B: -19; C: 3; D: i; E: 9; F: 3; G: 4; H: -8; I: 3
> CCCCCCN1C=CC=C/C1=C/C=C(C#N)C#N
  A: -131; B: 46; C: 7; D: i; E: -108; F: -2; G: -102; H: -166; I: -13
> COc1ccc(C(=O)Nc2ccc(NC(=O)c3cnccn3)cn2)cc1
  A: 6; B: 7; C: -6; D: i; E: -5; F: -2; G: -2; H: -7; I: -1
> CN[C@@H](CO)C(=O)NC[C@H]1O[C@@H](n2cnc3c(N)ncnc32)[C@H](O)[C@@H]1O
  A: 14; B: -8; C: -11; D: i; E: -5; F: -1; G: 0; H: -2; I: 3
> CCC(C)(C)NC(=O)CN(C(=O)CCC(=O)Nc1nccs1)c1ccc2c(c1)OCCO2
  A: 14; B: 6; C: -3; D: i; E: 8; F: -1; G: -4; H: 0; I: 1
> O=C(/C=C/c1cccs1)c1ccc(NC(=O)c2cccc(Br)c2)cc1
  A: -6; B: 22; C: 31; D: i; E: -6; F: -7; G: -4; H: -1; I: -1
> CCCn1c(SCC(=O)Nc2nnc(CC)s2)nnc1-c1ccco1
  A: 10; B: -15; C: -7; D: i; E: -3; F: -3; G: -8; H: 5; I: -1
> CC(=O)NC1C(OCCOc2ccc(Cl)cc2C)OC(CO)C(O)C1O (stereo not drawn)
  A: 1; B: -17; C: -6; D: i; E: -6; F: -2; G: 1; H: -7; I: 2
> O=C(CSc1nnc2ccccn12)NC(=O)Cc1ccccc1
  A: 7; B: -9; C: -3; D: i; E: 8; F: -2; G: -2; H: 5; I: 5
> CCCc1ccc(-c2cc(C(=O)NC3=NCCS3)c3ccccc3n2)cc1
  A: -20; B: 12; C: 7; D: i; E: 3; F: -4; G: 2; H: -14; I: -2
> Cc1ccc(C)c(N2CCN(S(=O)(=O)c3ccc4c(c3)C(C)(C)C(=O)N4C)CC2)c1
  A: 18; B: 4; C: 23; D: i; E: 10; F: -4; G: 0; H: 4; I: -2
> O=C(O)C1CCCN1c1ncnc2c1oc1ccccc12 (stereo not drawn)
  A: -9; B: 1; C: -5; D: i; E: 6; F: -2; G: 18; H: -1; I: -3
> CCOC(=O)c1[nH]c2ccccc2c1NC(=S)Nc1cc(C)ccc1C
  A: -4; B: 12; C: -4; D: i; E: 20; F: -4; G: -2; H: 0; I: -6

Arranged by SMILES length (smallest number first): some entries from above.
Keys: A = NRP1-CendR mod; B = SKN-1 inh; C = FAS TE block; D = Neddylation inh; E = PABP1 MLLE inh; F = MsrA act; G = MT1-MMP act inh; H = E coli Lon inh; I = Rin1 Abl inh
> CCCCCCN1C=CC=C/C1=C/C=C(C#N)C#N
  A: -131; B: 46; C: 7; D: i; E: -108; F: -2; G: -102; H: -166; I: -13
> CCCn1c(SCC(=O)Nc2nnc(CC)s2)nnc1-c1ccco1
  A: 10; B: -15; C: -7; D: i; E: -3; F: -3; G: -8; H: 5; I: -1
> CCCc1ccc(-c2cc(C(=O)NC3=NCCS3)c3ccccc3n2)cc1
  A: -20; B: 12; C: 7; D: i; E: 3; F: -4; G: 2; H: -14; I: -2

From PubChem

The order is random; overall some 4% were active at least once.
